# DTT redox prof = compounds producing H2O2 with reducing agent – biochemical, NIH compound library profiling, artefact control for MLSCN library redox annotation, primary screen. DTT-dependent redox cycling H2O2, phenol red/HRP absorbance; 100% = 100 µM peroxide control, 0% = buffer. AID 878. activation, % at 10 µM. actives 0.03% (n = 200,000);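 active means activation of at least 50% relative to the plate's high and low controls in the primary single-dose screen; inactive means activation below 50%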;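 further: compound incubated with DTT at 0.8 mM final as the reducing agent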
# TLR4-MyD88 BLA = TLR4-MyD88 interaction inhibition in cells; inhibition, % at 8.4 µM; O00206+Q99836; AID 861; HeLa CL3-4 TLR4/MyD88 BLA complementation, FRET ratio; actives 0.18% (n = 200,000); in the data active means inhibition above about 25%;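 further: 0% = vehicle and 100% = reference inhibitor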
# L major viab = reduces viability of Leishmania major promastigotes; inhibition, % at 10 µM; resazurin fluorescence viability; actives 9% (n = 200,000); in the data active means inhibition above about 50%;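 further: promastigotes grown with compound for 44 hours at 28 °C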
# bIAP activator = intestinal alkaline phosphatase (bovine) activation; purified bovine IAP, CDP-star luminescence, 30 min; stronger effect = higher value; fold of DMSO-control signal, blank-subtracted; actives 0.17% (n = 200,000); AID 1016; activation factor at 20 µM;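 active means activation factor of 2 or more at 20 µM, a signal rise over negative controls twice the positive control's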
# S1P3 antag = antagonists of human S1P3 receptor | Q99500 | CHO S1P3 NFAT-BLA reporter, FRET fluorescence, antagonist mode | inhibition, % at 4.98 µM | actives 0.27% (n = 170,000);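 active means inhibition above the plate cutoff, the mean inhibition of test wells on that plate plus 3 SD, cut at about 28% in these data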;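 further: cells challenged with S1P at its EC80 of 0.8 µM; blue over green emission ratio from cleaved BLA substrate after 4 h stimulation; 0% = S1P-stimulated wells and 100% = unstimulated DMSO-only wells; some compounds past the cut are filed as inactive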
# Target sequence (Q99500 whole entry, looked up): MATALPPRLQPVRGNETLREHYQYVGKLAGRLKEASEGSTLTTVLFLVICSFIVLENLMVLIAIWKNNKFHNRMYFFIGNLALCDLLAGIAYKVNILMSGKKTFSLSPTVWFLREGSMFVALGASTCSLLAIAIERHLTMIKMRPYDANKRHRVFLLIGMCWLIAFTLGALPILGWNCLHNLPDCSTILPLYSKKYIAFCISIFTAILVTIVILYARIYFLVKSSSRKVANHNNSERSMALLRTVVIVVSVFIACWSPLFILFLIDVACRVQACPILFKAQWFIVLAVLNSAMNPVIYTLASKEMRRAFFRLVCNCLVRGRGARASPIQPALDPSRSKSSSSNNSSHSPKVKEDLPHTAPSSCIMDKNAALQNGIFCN
# PPARg SRC2 recr = promotes SRC-2 coactivator recruitment by human PPARgamma | PPARgamma LBD-SRC-2 recruitment, biochemical | activation, % at 8 µM | actives 0.34% (n = 200,000); in the data active means activation above about 22%;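 further: 0% = vehicle and 100% = reference agonist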
# PPARg SRC-3 ag = promotes SRC-3 coactivator recruitment by human PPARgamma; AID 731; activation, % at 8 µM; biochemical PPARgamma/SRC-3 coactivator recruitment assay; actives 0.26% (n = 200,000); in the data active means activation above about 23%;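 further: 0% = DMSO and 100% = reference agonist; some compounds past the cut are filed as inactive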
# ROMK mod = modulators of human ROMK potassium channel; P48048; Tet-inducible ROMK, thallium flux fluorescence; actives lie on both sides; B-score at 10 µM; actives 2% (n = 130,000);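 active means signal ratio slope over the read window, or its plate-corrected B-score, at least 3 SD from the plate mean, either direction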;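 further: B-score of the F/F0 ratio slope over 7 to 12 s after thallium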
# Target sequence (P48048 whole entry, looked up): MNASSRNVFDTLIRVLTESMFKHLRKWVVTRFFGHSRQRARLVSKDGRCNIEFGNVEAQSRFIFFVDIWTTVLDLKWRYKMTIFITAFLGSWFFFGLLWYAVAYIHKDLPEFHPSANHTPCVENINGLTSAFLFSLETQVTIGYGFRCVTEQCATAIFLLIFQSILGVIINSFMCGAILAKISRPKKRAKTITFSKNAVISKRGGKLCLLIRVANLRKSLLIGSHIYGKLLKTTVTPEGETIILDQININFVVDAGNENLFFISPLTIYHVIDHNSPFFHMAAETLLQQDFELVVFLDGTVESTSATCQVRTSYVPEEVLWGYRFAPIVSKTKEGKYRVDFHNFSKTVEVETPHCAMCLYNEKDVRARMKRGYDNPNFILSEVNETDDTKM
# SRC2 TRFRET art = counter-screen for PPARgamma SRC-2 recruitment agonists: TR-FRET artefact; actives 0.4% (n = 200,000); TR-FRET ratio at 8 µM; stronger effect = higher value; AID 1049; in the data active means TR-FRET ratio above about 2000; further: inactives centre near 1500
# bIAP inhibitor = blocks bovine intestinal alkaline phosphatase activity; purified bovine IAP, CDP-star luminescence, 30 min; inhibition, % at 20 µM; 190,000 tested, under 10 active;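 active means over 50% inhibition of intestinal alkaline phosphatase at 20 µM in the single-dose screen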
#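 test system = bovine IAP enzyme | medium = DEA buffer 100 mM, pH 9.8, with MgCl2 1.0 mM, ZnCl2 0.02 mM | detection = luminescence | dosing = single compound dose of 20 µM, 2% DMSO final | incubation = 30 min reaction at room temperature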
# PPARg SRC1 recr = PPARgamma-driven SRC-1 recruitment agonism; P37231; PPARgamma-SRC-1 coactivator recruitment biochemical assay; activation, % at 8 µM; actives 0.41% (n = 200,000); AID 631; in the data active means activation above about 19%;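 further: 0% = DMSO and 100% = reference agonist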
# Starred values were filed as active, the others as inactive; nt = no result given.
SMILES,DTT redox prof,TLR4-MyD88 BLA,L major viab,bIAP activator,S1P3 antag,PPARg SRC2 recr,PPARg SRC-3 ag,ROMK mod,SRC2 TRFRET art,bIAP inhibitor,PPARg SRC1 recr
O=C(O)CCCC(=O)NNC(=O)c1cccc(Br)c1,-0.6,-4,-3,0.9,-26,7,4,-0.45,1737,8,5
Cc1ccc(N/N=C(\C#N)C(=N)N2CCCCCC2)cc1,-0.5,-6,61*,1,-14,1,2,0.085,1427,3,-4
Cc1ccc(NC(=O)CN2CCCCC2)c2c1CC(C)(C)O2,-1.8,-15,4,1.1,-22,-2,3,nt,1644,-5,4
CCC/S(CC1CC1(Cl)Cl)=N\S(=O)(=O)c1ccc(C)cc1 (stereo not drawn),0.3,1,-2,1,nt,-1,-3,-0.3,1312,2,0
CCCn1c(-c2cc(OC)c(OC)c(OC)c2)nc2nc3ccccc3nc21,-3.6,-2,23,1,nt,-12,11,nt,1375,4,5
C=CCNC(=O)C1CC(=O)N(c2ccc(C)cc2)C1 (stereo not drawn),-0.5,-19,-3,1,-16,14,-5,nt,1485,-1,4
CSc1nncc(-c2ccc(F)cc2)n1,1.1,-1,-3,1,-1,7,6,nt,1561,0,6
COc1ccc(COC(=O)NNC(=O)c2ccc(OC)cc2)cc1,0.8,-17,-5,0.9,nt,6,13,1.2,1740,6,13
CCCCOc1ccc(-c2nnn(C(C)(C)C(=O)OC)n2)cc1,1.5,14,6,1,0,1,-2,nt,1601,0,2
COC(=O)c1c(NC(=O)CN2CCC3(O)CCCCC3C2c2ccccc2OC)sc(C)c1C (stereo not drawn),-0.3,-7,49,1.3,1,5,-3,-0.48,1436,-30,-2
COCc1nnc(NC(=O)c2ccc(S(=O)(=O)N(C)C3CCCCC3)cc2)o1,-1.3,-5,-8,1.1,-24,2,1,-0.34,1644,-9,-1
Cc1[nH]nc2c1C(c1ccccc1F)NC2=O (stereo not drawn),-0.2,-17,-8,1.1,18,7,-5,nt,1571,-6,-4
COc1ccccc1N=C(C)C1=C(O)CC(c2ccccc2)CC1=O (stereo not drawn),-1.2,-9,53*,1,10,-8,2,8*,1466,1,-4
COc1ccc(CCNc2cc(N3CCN(C(=O)c4ccccc4F)CC3)ccc2[N+](=O)[O-])cc1OC,0.8,-5,30,0.9,nt,1,0,nt,1466,5,-3
CCc1ccc(N(C(C)=O)c2nc(CCl)cs2)cc1,0.1,-1,1,1.2,-8,2,1,0.071,1621,-21,2

# Another view of some results above.
CCCCOc1ccc(-c2nnn(C(C)(C)C(=O)OC)n2)cc1
- DTT redox prof = 1.5
- TLR4-MyD88 BLA = 14
- L major viab = 6
- bIAP activator = 1
- S1P3 antag = 0
- PPARg SRC2 recr = 1
- PPARg SRC-3 ag = -2
- ROMK mod = nt
- SRC2 TRFRET art = 1601
- bIAP inhibitor = 0
- PPARg SRC1 recr = 2

COCc1nnc(NC(=O)c2ccc(S(=O)(=O)N(C)C3CCCCC3)cc2)o1
- DTT redox prof = -1.3
- TLR4-MyD88 BLA = -5
- L major viab = -8
- bIAP activator = 1.1
- S1P3 antag = -24
- PPARg SRC2 recr = 2
- PPARg SRC-3 ag = 1
- ROMK mod = -0.34
- SRC2 TRFRET art = 1644
- bIAP inhibitor = -9
- PPARg SRC1 recr = -1

# Next part
SMILES,DTT redox prof,TLR4-MyD88 BLA,L major viab,bIAP activator,S1P3 antag,PPARg SRC2 recr,PPARg SRC-3 ag,ROMK mod,SRC2 TRFRET art,bIAP inhibitor,PPARg SRC1 recr
CCOC(=O)CCc1c(C)c(C#N)c2[nH]c3ccccc3n2c1=O,1.3,1,17,0.9,nt,9,8,-3.1,1535,6,-2
CCOc1ccccc1C1N(c2ccc(F)cc2)C(=O)C2CCCN21 (stereo not drawn),-1.1,0,-2,0.9,-23,-3,8,-0.051,1624,5,0
Nc1c(-c2ccccn2)cnn1-c1nc(-c2ccc(F)cc2)cs1,-2.4,-3,-9,1.3,-11,-2,-1,0.83,1567,-26,4
COc1ccc(OC)c(S(=O)(=O)N2CCC(C(=O)N3CCc4ccccc4C3)CC2)c1,1.1,6,10,1,25,6,6,nt,1741,-2,2
Cc1ccccc1C(=O)NNC1CC(=O)N(c2ccc3c(c2)OCCO3)C1=O (stereo not drawn),-0.2,5,-5,1,-18,1,-1,0.7,1308,2,-1
Nc1ccc2oc3ccccc3c2c1,0.1,-17,-2,0.8,-19,4,0,nt,1728,18,4
Nc1cc(=O)nc(SCC(=O)Nc2ccccc2)n1-c1ccccc1,0.0,5,-7,0.9,-14,10,-3,-0.079,1633,6,4
O=C(O)CCCn1cc(NC(=O)c2ccc(Br)o2)cn1,0.0,-11,-3,1,-3,11,5,1.5,1633,-2,8
COc1ncccc1-c1nnn(-c2ccc(F)cc2)n1,1.0,-7,-1,0.8,-11,8,3,nt,1690,21,1
O=C(CN1C(=O)S/C(=C/c2cccnc2)C1=O)N1CCOCC1,-0.1,4,16,1,-9,-6,-2,0.059,1430,1,-6
COc1ccc(N2CCN(C(=O)C(=O)c3c(C)n(C)c4ccccc34)CC2)cc1,-0.4,-11,25,1.1,-8,5,-3,0.7,1496,-9,0
CCCc1nc2ccccc2c(=O)n1NC(=O)c1c(O)c2cccc3c2n(c1=O)CCC3,5.3,7,31,1.1,-7,-2,4,nt,1585,-6,-2
CCc1nnc(N2C(=N)SCC2=O)s1,-0.4,4,-6,1,1,-2,1,0.84,1782,2,0
O=C(NN(C(=O)C1CC1)c1nc2ccccc2s1)C1CC1,0.0,-5,-6,1,-2,3,-1,1.1,1541,-3,-2
C=CCn1c(C)cc(C)c(C#N)c1=O,1.4,-4,-6,1,nt,11,7,nt,1678,-2,7

# Printed as active in ROMK mod, of those listed so far:
Compound | DTT redox prof | TLR4-MyD88 BLA | bIAP activator | S1P3 antag | PPARg SRC2 recr | PPARg SRC-3 ag | ROMK mod | bIAP inhibitor | PPARg SRC1 recr
COc1ccccc1N=C(C)C1=C(O)CC(c2ccccc2)CC1=O (stereo not drawn) | -1.2 | -9 | 1 | 10 | -8 | 2 | 8* | 1 | -4

# (next part)
SMILES,DTT redox prof,TLR4-MyD88 BLA,L major viab,bIAP activator,S1P3 antag,PPARg SRC2 recr,PPARg SRC-3 ag,ROMK mod,SRC2 TRFRET art,bIAP inhibitor,PPARg SRC1 recr
N#Cc1c(-c2ccco2)ccn(Cc2ccc(F)cc2)c1=O,-0.8,-3,-5,1,-6,3,7,-0.53,1698,-1,6
CCOC(=O)COc1cc(-n2c(=S)[nH]c3ccccc3c2=O)c(Cl)cc1Cl,-0.9,-5,-5,0.9,-4,7,4,-0.16,1788,8,2
Cc1nc2cc(N3CCCCC3)c(NC(=O)c3ccncc3)cc2c(=O)n1Cc1ccccc1,0.2,-13,2,0.9,nt,-6,-11,0.041,1433,13,-6
Cn1c(N2CCN(C(=O)Nc3ccc(F)cc3)CC2)nc2ccccc21,0.7,-4,8,0.8,nt,-3,-20,-0.46,1483,18,-4
CN(C)C(=O)c1ccc(N/C=C(\C=O)c2nc3ccccc3o2)cc1,0.3,18,-6,1.6,-12,0,5,nt,1635,-58,0
CC(C)(C)NC(=O)c1ccc2c(c1)C1C3CCC(C3)C1C(c1ccccc1)N2 (stereo not drawn),0.0,-7,43,1,19,6,-1,nt,1610,4,4
COc1ccc(C(c2sc3nc(C)nn3c2O)N2CCc3ccccc3C2)cc1 (stereo not drawn),-0.2,7,-6,1.1,4,-12,5,nt,1528,-14,2
O=C(CCn1nnc(-c2cccs2)n1)N1CCc2ccccc2C1,1.6,-5,-3,0.9,-25,-10,-9,0.62,1430,8,5
COc1ccc(NC(=S)NN2CCN(C)CC2)cc1,2.6,-7,-7,0.9,nt,-4,-9,nt,1263,8,-4
C=CCn1c(SCc2c(C)noc2C)nc2cc(C(=O)O)ccc2c1=O,1.6,6,-1,nt,24,8,-4,6*,1564,nt,3
O=C(c1cnn2c(C(F)(F)F)cc(-c3cccs3)nc12)N1CCOCC1,-1.0,-12,0,1,-20,4,2,-0.58,1867,3,12
CCNc1nc(NCC)n2c(SCC(=O)Nc3ccc(C(F)(F)F)cc3[N+](=O)[O-])nnc2n1,-0.1,-38,-10,1,-4,-6,-5,0.69,1362,3,-8
O=C(c1ccc(Cn2cc([N+](=O)[O-])cn2)o1)N1N=C(C(F)F)CC1(O)C(F)F (stereo not drawn),-1.6,7,-3,1,nt,5,0,-0.59,1475,-1,-5
O=C(Cc1cccs1)Nc1ccccc1C(=O)O,-2.9,-14,-2,0.9,-22,1,-6,-1.1,1475,15,1
O=C(c1ccc(Br)s1)N1CCN(C/C=C/c2ccccc2)CC1,-0.1,-2,25,1.1,nt,7,3,-1.6,1553,-8,6
CCC1CCCCN1C(=O)COc1ccccc1NC(C)=O (stereo not drawn),-1.7,0,-2,1,-23,10,6,0.41,1387,1,-5
C/C(CC(=O)N(C(C)C)C(C)C)=N\NC(=O)COc1ccc(Br)cc1Br,0.2,3,-10,0.7,-14,1,-1,0.074,1448,28,-1
COC(=O)CCN(C(=O)c1cc([N+](=O)[O-])cc([N+](=O)[O-])c1)c1ccccn1,-0.3,7,31,1,1,5,2,-1.2,1640,0,2
CC1(C)Cc2nc(N)c(=O)sc2C1,2.9,-11,1,0.9,-19,5,1,nt,1568,7,5
O=C(CCCOc1ccc(Cl)cc1)N1CCCCC1,-0.2,2,-7,1,nt,6,4,-0.19,1515,-4,2
O=C(O)c1ccccc1/C=N/N1CCN(C2c3ccccc3-c3ccccc32)CC1,-1.5,-2,-3,1,-10,11,1,1.4,1579,-4,4
COc1cccc(CN2CCNC(=O)C2CC(=O)N(C)CCc2ccccn2)c1OC (stereo not drawn),-1.1,3,-5,1.1,6,10,2,1.8,1578,-7,-2
Cc1ccccc1Cn1cc(NC(=O)CCCn2nc([N+](=O)[O-])cc2C)cn1,-0.1,5,-8,1,4,6,2,nt,1603,-3,3
CCOC(=O)C1CCN(C(=O)C23CC4CC(CC(C4)C2)C3)CC1,1.5,13,104*,0.9,nt,4,9,nt,1502,8,4
CC(=O)Nc1ccc(/C=C/c2ccc3c([N+](=O)[O-])cccc3n2)cc1,-1.2,-1,1,0.8,-33,7,3,0.7,1808,20,9
O=C(c1cccc2ccccc12)N1CCN(c2ccc([N+](=O)[O-])c(N3CCOCC3)c2)CC1,1.7,0,5,0.9,16,2,1,nt,1562,6,0
O=C1CC(NC(=O)C(F)(F)F)c2cc3c(cc21)OCO3 (stereo not drawn),-0.2,16,-4,1.1,-11,3,0,0.88,1686,-7,-1
Cc1ccc(CC2C(=O)N(CC(=O)O)C(=O)C2C)cc1 (stereo not drawn),0.3,-7,-2,0.9,nt,8,-2,-0.015,1519,6,-3
CC(NC(=O)c1cc(-c2cccs2)on1)c1ccccc1 (stereo not drawn),0.2,3,-3,0.8,-7,-2,3,0.48,1375,17,-2
O=C(CCS(=O)(=O)c1ccccc1)Nc1ccc2c(c1)OCO2,1.6,0,2,1,2,-3,0,0.91,1752,-2,3
CC(C)C(C(=O)NC(C)(C)C)N1C(=O)c2ccccc2C1=O (stereo not drawn),1.5,9,-4,1,9,11,1,nt,1693,1,3
COc1ccccc1C(=O)OCc1c(F)cccc1Cl,4.1,6,-3,0.9,nt,1,10,nt,1585,5,9
O=C(CCNc1n[nH]c(=O)[nH]c1=O)N1CCCCC1,2.5,0,-5,1,8,8,15,nt,1514,3,6
Cc1ccc(Cn2nc(C)c(NC(=O)c3noc4c3CCCCC4)c2C)cc1,-0.5,9,15,1,-2,-4,2,-1.8,1609,4,-3
